# V1R ag counter: counter-screen for oxytocin receptor agonists: human V1a receptor agonists; P37288; CHO-V1R cells, Fluo-8 calcium fluorescence, agonist mode; 0% DMSO, 100% 3 nM vasopressin; activation, % at 3 µM; 320,000 tested, 0.25% active; AID 2797;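 active = activation above the mean activation of all tested compounds plus 3 SD, per screening run, cut at about 20% in these data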;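 note: signal is peak over basal fluorescence ratio across a 100 second FLIPR read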
# MEKK2 mut-MEK5: signal of MEK5 binding to mutant human MEKK2 PB1 domain. 290,000 tested, 0.35% active. percent response, % at 10 µM. bead flow cytometry, Alexa488-MEK5 binding to MEKK2 mutant; in the data active = percent response above about 24%, passing the limit was not always enough; note: inactives centre near 1; some results filed as inactive read as strong as hits
# MEKK2 WT-MEK5: raises or lowers MEK5 binding to wildtype human MEKK2 PB1 domain; Q9Y2U5; AID 1531; binding response (% of control), % at 10 µM; 290,000 tested, 1.1% active; bead flow cytometry, Alexa488-MEK5 binding to MEKK2 WT; actives lie on both sides; in the data active = binding response below about 67% or above about 130%
# GalR3 antag: blocks the human galanin receptor 3. O60755. HEK293 GalR3-CNG cAMP membrane potential fluorescence; galR3 body fused to GalR1 C-terminus. inhibition, % at 3 µM. 360,000 tested, 0.44% active;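 active = inhibition above the screen-wide average plus 3 SD, cut at about 13% in these data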;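 note: forskolin and galanin both at EC90 stimulate the cells; cAMP rise reported by CNG channel membrane potential dye signal; 0% = forskolin plus galanin with DMSO and 100% = forskolin alone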
# Target sequence (O60755 1-299 limits assumed): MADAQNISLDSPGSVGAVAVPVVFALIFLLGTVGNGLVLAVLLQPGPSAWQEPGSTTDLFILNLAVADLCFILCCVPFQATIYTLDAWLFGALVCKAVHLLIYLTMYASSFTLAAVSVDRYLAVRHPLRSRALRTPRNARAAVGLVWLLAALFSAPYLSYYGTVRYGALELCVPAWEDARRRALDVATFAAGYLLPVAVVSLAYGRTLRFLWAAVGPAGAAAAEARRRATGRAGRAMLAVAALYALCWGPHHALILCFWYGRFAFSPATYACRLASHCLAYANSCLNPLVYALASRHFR
# OXTR ag: human OXTR agonism. P30559. CHO-OTR cells, Fluo-8 calcium fluorescence; normalized: DMSO 0%, oxytocin 100%. activation, % at 3 µM. 320,000 tested, 0.32% active;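 active = activation above the mean of all tested compounds plus 3 SD, cutoff set per screening run, cut at about 20% in these data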;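 note: peak over basal fluorescence ratio from a 100 s FLIPR kinetic read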
# Target sequence (P30559 whole entry, looked up): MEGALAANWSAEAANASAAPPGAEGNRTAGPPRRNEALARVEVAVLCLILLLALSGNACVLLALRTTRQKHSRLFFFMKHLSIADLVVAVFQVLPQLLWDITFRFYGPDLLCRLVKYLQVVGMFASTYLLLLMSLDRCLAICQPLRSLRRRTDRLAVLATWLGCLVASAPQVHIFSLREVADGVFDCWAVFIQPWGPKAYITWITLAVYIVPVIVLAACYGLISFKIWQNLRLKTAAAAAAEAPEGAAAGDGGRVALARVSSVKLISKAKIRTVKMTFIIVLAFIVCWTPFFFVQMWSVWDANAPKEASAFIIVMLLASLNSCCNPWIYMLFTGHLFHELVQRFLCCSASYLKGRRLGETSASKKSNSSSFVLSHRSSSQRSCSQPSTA
# OXTR potentiate: potentiators of human oxytocin receptor; CHO-OTR cells, Fluo-8 calcium fluorescence, potentiator mode; 0% = oxytocin EC15, 100% = EC100; activation, % at 3 µM; 320,000 tested, 0.061% active; AID 2445;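 active = activation above that plate's cutoff, the mean activation of tested compounds plus 3 SD, cut at about 6.6% in these data, passing the limit was not always enough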;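 note: 100% uses oxytocin at 75 nM as the full agonist control; some results filed as inactive read as strong as hits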
#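 System: human OTR in CHO cells / Also added: sub-maximal oxytocin, roughly EC15 / Control set: EC15 oxytocin low, 75 nM oxytocin high / Schedule: 6 min compound pre-incubation at room temperature, 100 s kinetic read / Compound: single-point 3.0 µM / Replication: singlicate / Technique: Fluo-8 calcium dye fluorescence / Read-out basis: % activation of max/min ratio relative to oxytocin controls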
# GPR7 antag: human neuropeptides B/W receptor 1 antagonism; P48145; GPR7-expressing cells, fluorescence antagonist assay; inhibition, % at 4.4 µM; 290,000 tested, 1.1% active; AID 1861; in the data active = inhibition above about 16%, passing the limit was not always enough;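 note: cells stimulated with the agonist NPW; 0% = agonist with vehicle and 100% = vehicle without agonist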
# Target sequence (P48145 whole entry, looked up): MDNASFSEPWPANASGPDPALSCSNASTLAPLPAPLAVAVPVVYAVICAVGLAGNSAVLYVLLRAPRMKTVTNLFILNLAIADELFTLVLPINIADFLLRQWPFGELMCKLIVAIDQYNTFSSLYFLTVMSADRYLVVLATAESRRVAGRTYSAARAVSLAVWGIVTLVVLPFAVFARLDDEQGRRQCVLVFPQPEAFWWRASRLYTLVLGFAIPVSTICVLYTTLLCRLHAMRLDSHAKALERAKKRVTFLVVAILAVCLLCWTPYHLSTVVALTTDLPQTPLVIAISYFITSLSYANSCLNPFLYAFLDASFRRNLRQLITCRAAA
# PfM18AAP inh: blocks P. falciparum M18 aspartyl aminopeptidase. recombinant PfM18AAP, H-Glu-NHMec fluorogenic cleavage. inhibition, % at 7.35 µM. 290,000 tested, 1.2% active. AID 1822;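 active = inhibition above the campaign mean inhibition over all tested compounds plus 3 SD, cut at about 28% in these data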;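 note: 0% = plate median of test compound wells and 100% = 2 mM ZnCl2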
# NALP1 inh: inhibitors of NALP1 inflammasome in yeast; S. cerevisiae NALP1/ASC/caspase-1 growth, X-gal OD620, 72 h; inhibition, % at 10 µM; 280,000 tested, 0.61% active; AID 2071; in the data active = inhibition mostly above about 24%, no sharp cut-off; inactive = mostly below about 32%; note: some compounds called inactive have numbers as strong as hits
# Starred values were filed as active, the others as inactive; . = no result given. Rows were taken by chance; overall some 4.1% were active at least once.
SMILES,V1R ag counter,MEKK2 mut-MEK5,MEKK2 WT-MEK5,GalR3 antag,OXTR ag,OXTR potentiate,GPR7 antag,PfM18AAP inh,NALP1 inh
CC1CN(C(=O)N(C)C)CCN1C(=O)N(C)C (stereo not drawn),0.6,-1.0,99.0,-4.5,1.2,2.6,1.0,-11.0,-4.3
CCOP(=O)(OCC)C(Nc1ccccc1)c1cccnc1 (stereo not drawn),-0.1,-5.0,97.0,-3.8,-0.1,0.9,-10.2,-3.1,13.9
CCCC(=O)Nc1nnc(COC)s1,-0.2,-3.0,95.0,0.6,0.6,-3.0,5.2,1.5,10.7
Cn1c(SCC(=O)NC2CC2)nnc1C(F)(F)F,-0.5,-2.0,94.0,-2.2,-0.6,-8.8,-13.4,-3.8,17.4
CCCc1nnc(NC(=O)COc2ccc3c(c2)OCO3)s1,0.4,2.0,103.0,-9.7,0.4,-5.1,-4.9,-11.7,8.1
Cc1c(C)[n+](=O)c(-c2ccc(F)cc2)c(C)n1[O-],0.3,1.0,106.0,-4.5,0.7,-5.6,-6.2,1.8,-29.7
COc1cc(C2C(C#N)=C(N)OC3=C2C(=O)CCC3)c([N+](=O)[O-])cc1OC (stereo not drawn),4.1,-3.0,95.0,-2.3,3.9,-8.7,4.5,39.7*,4.3
O=[N+]([O-])c1ccc(N2CCN(S(=O)(=O)c3ccccc3)CC2)cc1NCc1cccnc1,0.0,-4.0,100.0,-2.5,-0.4,-5.7,-4.8,-10.9,22.7
CNCc1cc(Br)c(OCC(=O)Nc2ccccc2OC)c(OC)c1,1.5,8.0,118.0,-9.2,4.5,-9.9,1.2,1.5,4.4
Cc1cccc(NC(=S)N/N=C2\CC(C)(C)Oc3ccc(O)cc32)c1,2.5,3.0,103.0,-2.5,-0.5,-6.5,-10.6,1.8,17.2
Cc1cccc2[nH]c3c(N4CCC5(CC4)OCCO5)ncnc3c12,3.2,1.0,102.0,-5.8,2.2,-2.1,12.0,-1.2,-24.8
Cc1ccc(NC(=S)NCc2ccco2)c(C)c1,-0.9,-4.0,100.0,-3.6,-0.8,-16.4,-4.2,9.3,.
O=C(NNC(=O)c1ccc(F)cc1F)c1ccc(-n2cnnn2)cc1,1.0,7.0,104.0,-2.2,-0.3,-1.8,-10.5,7.6,3.0
CCOc1ccc(NC(=S)Nc2cccc3ccccc23)cc1,-0.5,5.0,105.0,-0.5,-1.0,-7.6,-15.7,9.5,40.5*
N#Cc1nc(-c2ccc(OCc3ccc(Cl)cc3)cc2)oc1N1CCOCC1,0.2,-2.0,103.0,1.2,0.8,4.3,-16.8,3.9,13.4
C=CCSc1nc(C)c(Cc2cccc3ccccc23)c(=O)[nH]1,-1.1,5.0,100.0,-4.5,-2.3,-3.8,-2.7,3.2,22.9
CC(C)CN(C(=O)c1cc(Cl)nc2ccccc12)c1c(N)n(Cc2ccccc2)c(=O)[nH]c1=O,0.0,.,.,2.2,-0.9,-5.7,.,.,.
COc1cc(OC)c(OC)cc1/C=C1\CCC/C(=C\c2cc(OC)c(OC)cc2OC)C1=O,.,-5.0,97.0,-5.7,.,.,19.6,12.7,-6.4
CCCCC(=O)NC(=O)NC(c1ccccc1)c1ccccc1,-1.3,3.0,100.0,-5.7,-3.2,-8.1,-15.1,-0.8,28.6
Cc1nn2c(COc3ccc(NC(=O)c4ccccc4)cc3)nnc2c2ccccc12,0.9,1.0,109.0,-5.8,-0.6,-12.7,-8.9,-3.5,33.8
Cc1nc2c([nH]1)C1(CCN(Cc3ccccc3)CC1)C(C#N)=C(N)O2,3.0,13.0,116.0,-3.5,3.2,-14.1,-1.8,7.0,-3.2
O=C1CSC(=S)N1N=C1CCCCCC1,0.5,-1.0,101.0,3.8,2.1,-2.5,-8.1,38.5*,8.0
CCOC(=O)N1CCN(C(=O)Cn2ncc3c2-c2ccccc2OC3)CC1,1.6,6.0,107.0,.,0.1,-7.0,-4.9,2.3,29.4
CN(Cc1ccccc1)C(=O)c1ccccc1C(=O)OCC(=O)N(Cc1ccccc1)C(C)(C)C,0.8,.,.,-1.2,-0.2,-5.0,.,.,.
Cc1ccc(CN2CC(C(=O)OCc3ccccc3Cl)CC2=O)cc1 (stereo not drawn),0.1,.,.,-3.8,-1.2,1.4,.,.,.
CCCCN(C(=O)CSc1nc2ccccc2s1)c1c(N)n(CCCC)c(=O)[nH]c1=O,0.6,.,.,-5.2,-0.3,-2.6,.,.,.
C/C(=N\NC(=O)c1ccc([N+](=O)[O-])cc1)c1c(O)cc(C)oc1=O,-0.7,-2.0,96.0,4.8,-0.5,-5.5,-8.5,4.9,19.9
COC(=O)COc1ccc2c(c1)O/C(=C\c1cccc([N+](=O)[O-])c1)C2=O,-0.4,1.0,106.0,-7.0,-0.1,-9.9,10.3,2.6,-4.9
Cc1cc(Cl)ccc1OCC(=O)Nc1ccncc1,12.8,-1.0,101.0,55.2*,10.8,-11.8,4.7,-0.7,25.1
O=C(c1cccc(NS(=O)(=O)c2ccccc2)c1)N1CCN(c2ccccc2)CC1,-0.9,.,.,-0.5,-0.4,-9.2,.,.,.
CC(=O)N1N=C(C)CC1c1ccc(OCc2ccccc2)cc1 (stereo not drawn),0.7,33.0,103.0,-4.4,-0.9,-0.1,5.3,-1.1,28.4
CC(=O)c1sc(NC(=O)COc2ccc(C)c(C)c2)nc1C,3.0,2.0,101.0,-3.1,1.6,-1.2,-13.1,3.5,17.9
COc1ccc(OCC(O)CNC(=O)Nc2ccc(C(C)(C)C)cc2)cc1 (stereo not drawn),3.0,-22.0,93.0,6.8,-1.1,-7.7,-14.1,1.1,8.4
Cc1c(NC(=O)CSc2nc(N)cc(N)n2)c(=O)n(-c2ccccc2)n1C,0.5,.,.,-3.7,1.6,0.0,.,.,.
COc1ccc(CN2C(=O)c3ccccc3C2C(=O)NC2CCC(C)CC2)c(OC)c1 (stereo not drawn),-0.8,4.0,105.0,-8.4,-2.7,-14.5,6.3,-1.7,-1.1
CS(=O)(=O)NCc1ccc(C(=O)NCCOc2ccccc2)cc1,0.3,5.0,105.0,.,0.9,-6.0,-6.8,-0.5,13.2
CCCCNC(=O)Nc1ccccc1C(=O)NCCC,0.1,2.0,96.0,3.3,-0.8,-3.6,1.7,6.9,-31.6
CC1CCN(c2nc3c(c(=O)[nH]c(=O)n3C)n2Cc2ccccc2Cl)CC1,-0.8,21.0,111.0,1.0,-1.6,-5.2,-10.8,0.8,-3.4
CCn1c(/C=C/c2c[nH]c3ccccc23)nc2ccccc2c1=O,2.7,-9.0,94.0,-6.5,-0.7,-19.1,-0.8,-1.5,3.5
COc1cc(C)c(C#N)c(OC)n1,0.5,2.0,102.0,-5.5,0.4,-1.3,-3.1,-1.2,-0.7
O=C(NC1CCCCC1)C(c1ccco1)N(C(=O)c1csnn1)c1ccc(Cl)cc1 (stereo not drawn),2.0,4.0,106.0,-11.1,0.8,-10.3,0.6,5.6,2.8
CCc1nnc(NC(=O)c2ccc(Cl)nc2)s1,-0.2,-4.0,92.0,-7.5,-0.2,0.3,-10.4,-3.2,-31.8
Cc1nn(-c2ccccc2)c(Cl)c1/C=C1\C(=O)N(C)C(=S)N1C,-1.7,2.0,103.0,-9.5,-2.7,-7.7,-1.7,7.5,23.2
O=C(Nc1ccon1)c1nc[nH]c1C(=O)NCc1ccccc1,0.2,.,.,-7.0,1.0,-3.6,.,.,.
COC(=O)c1ccc(C)c(NC(=O)CSc2sc3c(O)cc(=O)[nH]c3c2C#N)c1,-0.5,5.0,103.0,-9.4,0.0,-2.5,-1.1,15.0,8.7
Cc1nc(NC(=O)C2CC2)sc1C(=O)N(C)C,1.0,-5.0,99.0,-1.5,0.8,-6.7,-6.0,0.3,-7.6
COC(=O)CSc1nc(C2CC2)nc2ccccc12,-1.2,3.0,102.0,-2.8,-1.0,-3.5,-6.2,-9.4,0.4
Cc1ccc(S(=O)(=O)NC(=O)COc2ccccc2)cc1,-0.5,7.0,102.0,.,1.0,-6.7,-14.7,1.1,-8.8
Cc1ccc2c(c1)nnn2C1CCN(S(C)(=O)=O)CC1,0.0,1.0,102.0,-5.3,-0.7,-7.0,-1.8,6.4,-9.9
CC(=O)Nc1ccc2c(CSc3nnc(-c4cccnc4)n3-c3ccc(C)cc3C)cc(=O)oc2c1,0.4,0.0,105.0,0.4,1.8,-3.7,-8.3,1.0,33.0

# More entries follow:
SMILES,V1R ag counter,MEKK2 mut-MEK5,MEKK2 WT-MEK5,GalR3 antag,OXTR ag,OXTR potentiate,GPR7 antag,PfM18AAP inh,NALP1 inh
NNc1nc(-c2ccccc2Cl)nc2ccccc12,0.8,-3.0,98.0,-2.0,0.1,-6.8,-11.4,44.9*,7.0
CCOc1ccc(NC(=O)Cn2nnc(-c3ccccc3F)n2)cc1,-0.3,5.0,98.0,-7.9,0.5,-3.3,-10.6,3.9,7.6
CCOc1ccc(NC(=S)N(CCc2c(C)[nH]c3ccc(C)cc23)Cc2cccnc2)cc1,0.4,0.0,104.0,3.8,0.4,-1.5,-14.9,-5.6,17.8
Cc1nn(-c2ccccc2)c(C)c1C(=O)OCC(N)=O,0.1,-2.0,106.0,-3.8,0.5,1.5,-3.9,-6.1,-3.6
COc1ccc(S(=O)(=O)N(C)C)cc1NC(=O)CSC(C)C(=O)Nc1cc(C)on1 (stereo not drawn),0.3,.,.,-0.9,1.4,2.7,.,.,.
O=C(NCc1ccco1)c1cc([N+](=O)[O-])ccc1N1CCCCC1,-0.6,1.0,103.0,-4.7,-1.6,-12.8,6.5,9.4,36.6
Cc1cccc(C2c3[nH]c4ccccc4c3CCN2Cc2ccc(C)s2)n1 (stereo not drawn),-0.5,9.0,108.0,-2.7,-1.7,-16.5,-23.5,-0.4,-2.2
CC(=O)Nc1nc(C)c(C(C)C)s1,1.0,3.0,100.0,7.5,1.4,0.8,1.4,-2.9,-2.2
O=C(NNC(=O)C1CCCC1)c1ccccc1F,-0.7,1.0,98.0,-9.1,0.6,-3.3,7.9,-0.8,-52.9
COc1cc(NC(=O)c2ccc3c(c2)OCO3)c2ncccc2c1,-0.1,1.0,102.0,3.5,-1.0,-3.3,-5.7,-0.4,-1.6
Nc1ncnc(Nc2ccccc2Cl)n1,0.8,-7.0,96.0,-1.7,0.4,1.9,-6.8,-6.3,9.8
Cc1ccc(S(=O)(=O)NCCCC(=O)N2CCC(C)CC2)cc1,0.4,9.0,110.0,-9.6,-1.6,-1.9,-13.8,-4.4,11.1
Cc1ccc(-n2cc(C(=O)c3ccccc3O)cn2)cc1,-0.1,.,.,-0.6,-1.6,-12.7,-2.8,-3.3,4.5
O=C(COC(=O)C1CCN(S(=O)(=O)c2ccc(Cl)c(C(F)(F)F)c2)CC1)NCc1ccco1,1.1,.,.,-1.9,0.6,-4.8,.,.,.
CCCn1c2ccccc2c2nnc(SCc3[nH]c(=O)[nH]c3C(=O)CCCCC(=O)OCC)nc21,-0.9,8.0,107.0,16.8*,-1.8,4.0,-6.3,-3.3,3.0
